# EPAC2 antagonist = qHTS for Antagonist of cAMP-regulated guanine nucleotide exchange factor 2 (EPAC2): primary screen. Potency, µM (top dose mostly 114 µM), without a hit: at the highest dose activity, negative = inhibition, usual class: inhibitors. Rap guanine nucleotide exchange factor 4 (Homo sapiens), Q8WZA2. EPAC2 GEF exchange of Rap1B-BODIPY-GDP, fluorescence. AID 720708, 2013. hit rate 0.18% among 360,000; also: potency is read from the fitted curve at half-maximal effect; % is scaled to controls: 0 for no effect and ±100 for the full control effect; nearly all actives have a fitted effect of over 45% in size; many of its hits are not listed in these tables
# Target sequence (Q8WZA2 whole entry, looked up): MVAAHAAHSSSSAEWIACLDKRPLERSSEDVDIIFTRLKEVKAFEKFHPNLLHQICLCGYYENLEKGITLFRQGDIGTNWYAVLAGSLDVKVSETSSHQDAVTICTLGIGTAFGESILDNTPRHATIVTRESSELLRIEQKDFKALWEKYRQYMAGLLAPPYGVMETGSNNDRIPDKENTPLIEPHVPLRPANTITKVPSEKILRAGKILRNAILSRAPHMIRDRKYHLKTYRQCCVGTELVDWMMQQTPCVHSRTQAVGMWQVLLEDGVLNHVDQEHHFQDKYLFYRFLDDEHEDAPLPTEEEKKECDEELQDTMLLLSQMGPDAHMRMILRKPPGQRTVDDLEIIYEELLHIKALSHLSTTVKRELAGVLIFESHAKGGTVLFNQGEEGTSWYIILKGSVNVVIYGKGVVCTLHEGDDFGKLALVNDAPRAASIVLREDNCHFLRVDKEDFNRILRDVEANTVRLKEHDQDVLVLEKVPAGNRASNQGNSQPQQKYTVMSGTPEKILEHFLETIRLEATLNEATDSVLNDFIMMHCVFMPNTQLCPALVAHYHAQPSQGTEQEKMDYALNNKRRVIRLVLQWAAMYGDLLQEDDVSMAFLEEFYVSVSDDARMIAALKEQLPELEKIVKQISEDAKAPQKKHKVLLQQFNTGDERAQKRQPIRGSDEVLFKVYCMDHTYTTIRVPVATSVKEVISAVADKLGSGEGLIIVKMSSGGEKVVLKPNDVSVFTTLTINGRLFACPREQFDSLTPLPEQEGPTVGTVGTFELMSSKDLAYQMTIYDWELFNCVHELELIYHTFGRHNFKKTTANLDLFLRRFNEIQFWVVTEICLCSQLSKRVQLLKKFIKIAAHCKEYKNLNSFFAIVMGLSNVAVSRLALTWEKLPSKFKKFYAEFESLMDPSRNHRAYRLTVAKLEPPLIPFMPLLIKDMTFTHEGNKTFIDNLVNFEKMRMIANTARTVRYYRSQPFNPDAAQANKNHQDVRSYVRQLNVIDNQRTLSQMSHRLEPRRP
# EPAC2 agonist = qHTS for Agonist of cAMP-regulated guanine nucleotide exchange factor 4 (EPAC2): primary screen; Rap guanine nucleotide exchange factor 4 (Homo sapiens), Q8WZA2; EPAC2 activation, biochemical qHTS; response scale: 100% = 6.5 mM cAMP response; Potency, µM (series often up to 154 µM), inactives show at the top dose activation, hits mostly activators; hit rate 0.079% among 360,000; AID 720711, 2013; also: potency is read from the fitted curve at half-maximal effect; nearly all actives have a fitted effect of over 50% in size
#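 In this primary screen, activation is scored as increased exchange of BODIPY-GDP from Rap1B by 100 nM EPAC2, with 50 uM GDP as competitor. Signal is normalized to the 6.5 mM cAMP agonist control.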
# CCT modulator = High-Throughput Screening for Modulators of Cytosolic Chaperonin Activity; hit rate 0.3% among 360,000; purified chaperonin ATPase assay, HTRF ADP detection, 30 min; activity change, % (no concentration beside the values), hits read low; in the data active = activity change below about -30%; also: % is scaled to controls: 0 for no effect and ±100 for the full control effect
#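 Enzyme 40 or 20 nM (batch-dependent) in Tris pH 7.4/KCl/MgCl2/DTT; cpd 76 uM single point; ATP 10 uM; 30 min 37 °C; Transcreener ADP HTRF detection, 30 min RT; ratio 665/615.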
# Nrf2 activator = qHTS of Nrf2 Activators; Potency, µM (series often up to 46.1 µM), for inactives: at the highest dose activation, most hits filed as activators; hit rate 0.31% among 410,000; AREc32 ARE-luciferase reporter (MCF7-derived line), luminescence, 24 h; AID 624171, 2012; also: potency is read from the fitted curve at half-maximal effect; % of control where 0% means no effect; nearly all actives have a fitted effect of over 65% in size
#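 AREc32 cells carrying an ARE-driven firefly luciferase reporter were seeded at 1000 cells/well in OPTI-MEM with 5% FBS, then exposed to compound for 24 hr at 37 deg C. Luminescence was read with Steady-Glo after 30 min at RT.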
# A549 viability = Nrf2 qHTS screen for inhibitors: counterscreen for cytotoxicity | A549 ARE-Fluc cells, CellTiter-Fluor viability, 18-24 h | hit rate 0.16% among 390,000 | Potency, µM (titrated, usually from 46 µM), without a hit: at the highest dose activity change, negative = cytotoxicity, usual class: inhibitors; also: potency is read from the fitted curve at half-maximal effect; % is scaled to controls: 0 for no effect and ±100 for the full control effect
#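 Cytotoxicity counterscreen: CellTiter-Fluor fluorescence was measured in A549 ARE_Fluc cells after 18-24 h of compound exposure in a concentration series. The subsequent BugLite luminescent read reports ARE-luciferase activity.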
# Mm-Cpn inhibitor = Inhibitors of TCP-1 ring complex (TRiC) of Methanococcus maripaludis (MmCpn): qHTS | hit rate 0.031% among 330,000 | purified Mm-Cpn ATPase, ADP Transcreener TR-FRET | Chaperonin Mm-Cpn (Methanococcus maripaludis) | Potency, µM (top dose mostly 76.9 µM), inactives show top-dose activity, negative = inhibition, hits mostly inhibitors; also: potency is read from the fitted curve at half-maximal effect; % is scaled to controls: 0 for no effect and ±100 for the full control effect; nearly all actives have a fitted effect of over 80% in size
#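 ATPase turnover read by TR-FRET ADP competition (Eu cryptate antibody/ADP-d2, 665/590 nm): 10uM ATP final, 25nM Mm-CPN final, 30 min 37degC after 10-min compound preincubation, pH 7.4 Tris/KCl/MgCl2/DTT buffer.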
# pAkt inh = HTS Assay for Inhibitors of Akt Phophorylation: Primary Screen | activity change, % for hits at 50 µM | hit rate 0.32% among 360,000 | Neuro2A IGF-stimulated pAkt S473 HTRF, 20 min; active compounds read low; in the data active = activity change below about -80%; inconclusive = mostly about -51% to -80%; also: % is scaled to controls: 0 for no effect and ±100 for the full control effect
#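 Neuro2A cells in DMEM with 0.5% FBS, overnight at 37 deg C, given compound at single 50 µM final, then IGF (6 nM final) for 20 min at 37 deg C. Lysed; phospho-Akt Ser473 by HTRF after 24 h, 665/615 ratio.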
# TGFb inhibitor = qHTS for Inhibitors of TGF-b; HepG2 CAGA-GFP TGF-b/SMAD3 reporter, GFP fluorescence, 18 h; TGF-beta stimulated, 500 pg/mL final; Potency, µM (series often up to 46.1 µM), for the others: at the highest dose activity, negative = inhibition, actives largely listed as inhibitors; hit rate 1.2% among 410,000; AID 588855, 2011; also: potency is read from the fitted curve at half-maximal effect; % is scaled to controls: 0 for no effect and ±100 for the full control effect; nearly all actives have a fitted effect of over 65% in size
#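 Inhibition was scored as loss of TGF-beta-induced (500 pg/mL final, 18 hours, 37 degrees C) GFP in HEPG2 cells carrying a CAGA-GFP reporter, in DMEM with 1% FBS. Well GFP was summed per cell; Activity was normalised to unstimulated and stimulated DMSO wells, then concentration-response fitting.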
# Nrf2 inh = Nrf2 qHTS screen for inhibitors. A549 ARE-Fluc reporter, luciferase luminescence, 18-24 h. Potency, µM (series often up to 46 µM), without a hit: top-dose activity change, negative = inhibition, most hits filed as inhibitors. hit rate 2.1% among 360,000; also: potency is read from the fitted curve at half-maximal effect; % is scaled to controls: 0 for no effect and ±100 for the full control effect; nearly all actives have a fitted effect of over 60% in size
#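 Reporter: ARE-Fluc in A549. Exposure: 18-24 h, 37 °C, 5% CO2, 5% FBS OPTI-MEM. Readouts: fluorescent cytotoxicity (CellTiter-Fluor), then luminescent Nrf2 signal after BugLite.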
# The depositor's hits bear a star; i = inactive; ? = inconclusive; · = not tested or not shown; [ ] = remark or other dose. Unless noted, calls follow the shape of the dose curve; as a rule, active = well fitted curve in the direction sought with a large enough effect; inconclusive = small, poorly fitted or top-dose-only effect, or another doubt; inactive = no such curve, though single readings can be large; an effect the other way counts as inactive or inconclusive. Only part of the results is shown; rates above refer to the full screens.
SMILES,EPAC2 antagonist,EPAC2 agonist,CCT modulator,Nrf2 activator,A549 viability,Mm-Cpn inhibitor,pAkt inh,TGFb inhibitor,Nrf2 inh
CC1(C)Cc2c(ccc3ccccc23)/C(=C/C(=O)N2CCCCC2)N1,19%,19%,0.9,1.3%,1%,-1%,i,?,·
Cc1ccccc1N(CC(=O)NCc1ccccc1)C(=O)CCC(=O)Nc1nccs1,3%,13%,-2.8,0.4%,0%,-20%,i,-14%,1%
COc1ccc(-n2nc(C(=O)NCC(=O)N3CCN(Cc4ccc5c(c4)OCO5)CC3)c3ccccc3c2=O)cc1OC,4%,-4%,2.3,0.4%,-1%,-2%,i,3%,-5%
COC(=O)c1ccccc1NC(=O)COC(=O)C1CCCCC1,-28%,-1%,-0.4,-0.5%,4%,-4%,i,-2%,6%
CCn1c(C)nc2cc(C(=O)N/N=C(\C)c3ccccc3O)ccc21,-5%,3%,0.3,1.9%,-12%,-1%,i,-14%,?
COc1cc(Cl)ccc1OCc1cc(C(=O)NC(C)Cc2cnccn2)no1 (stereo not drawn),-5%,0%,-1.4,2.5%,4%,1%,i,0%,?
Cc1nn(Cc2ccccc2)c(Cl)c1/C=C/C(=O)OCC(=O)N1CCCC1=O,0%,-6%,-2.4,0.1%,0%,2%,i,-2%,1%
O=S(=O)(c1ccccc1)N1N=C(c2cccs2)CC1c1ccc(Br)cc1 (stereo not drawn),-14%,-6%,3.0,-0.8%,4%,1%,i,8%,-8%
COc1ccccc1NC(=O)C1=C(C)Nc2nc(-c3ccco3)nn2C1c1cccc(C)c1 (stereo not drawn),·,·,·,3.1%,-12%,·,·,?,-26%
C[C@H](NC(=O)c1ncn2c1C(=O)NC[C@@H]2C)c1ccccc1,-4%,-3%,-0.3,1.1%,·,·,i,1%,·
Cc1nn(-c2ccccc2)c(C)c1C(=O)Oc1ccccc1,6%,23%,-3.1,6.3%,0%,0%,i,-2%,2%
O=C1S/C(=C/c2ccccc2F)C(=O)N1CCN=C1NS(=O)(=O)c2ccccc21,-1%,-5%,-2.0,9.9%,-17%,1%,i,-2%,-21%
O=C(c1ccc(-c2cccc(Cl)c2)o1)N1CCN(c2ccc([N+](=O)[O-])cc2)CC1,8%,2%,-2.8,-0.4%,-8%,0%,i,0%,-15%
Cc1cccc(-n2c(C)c(-c3ccccc3)[nH]c2=S)c1,-11%,3%,-5.6,0.8%,7%,-3%,i,12%,-14%
Fc1ccccc1Cc1noc(CN2CCN(C/C=C/c3ccccc3)CC2)n1,-8%,-1%,1.1,3.2%,-9%,0%,i,?,-13%
CN(Cc1ccc(OC(F)F)cc1)C(=O)C1CCN(S(=O)(=O)c2ccc3c(c2)OCCO3)CC1,1%,8%,1.0,3.8%,-2%,-4%,i,?,23µM*
COc1cc(C(=O)N2CCN(c3cccc(C(F)(F)F)c3)CC2)ccc1OCC(=O)N1CCOCC1,-3%,-1%,-5.4,-0.6%,-3%,·,i,-19%,-29%
CCc1cc(=O)oc2cc(OCC(=O)OC)c(Cl)cc12,8%,5%,0.3,0.3%,-1%,-2%,i,-15%,1%
Cc1csc(NC(C)c2nc3cc(Cl)c(Cl)cc3n2CCCO)n1 (stereo not drawn),-2%,5%,-1.6,-1.2%,-2%,·,i,-7%,-6%
Cc1cccc(C)c1NC(=O)CN(C)C(=O)c1cccc(S(=O)(=O)N2CCN(C)CC2)c1,10%,6%,-2.5,-0.8%,0%,1%,i,-13%,8%
CCNC(=S)NNC(=O)c1ccncc1,-7%,-5%,-0.4,-0.4%,2%,2%,i,0%,3%
Cc1cc(C(=O)OCC(=O)NC2CC2)ccc1[N+](=O)[O-],10%,1%,-0.5,-0.1%,-3%,-4%,i,-14%,-3%
COc1cc(OC)c(C=NNC(=S)NC23CC4CC(CC(C4)C2)C3)c(OC)c1,-11%,6%,0.9,0.5%,1%,·,i,-14%,?
Cn1c(COc2ccccc2)nnc1SCc1nc2ccccc2[nH]1,9%,3%,-0.3,4.3%,0%,0%,·,?,?

# Full records from above.
# `O=C(c1ccc(-c2cccc(Cl)c2)o1)N1CCN(c2ccc([N+](=O)[O-])cc2)CC1` reads EPAC2 antagonist: 8%; EPAC2 agonist: 2%; CCT modulator: -2.8; Nrf2 activator: -0.4%; A549 viability: -8%; Mm-Cpn inhibitor: 0%; pAkt inh: i; TGFb inhibitor: 0%; Nrf2 inh: -15%
# `Cc1csc(NC(C)c2nc3cc(Cl)c(Cl)cc3n2CCCO)n1` (stereo not drawn) reads EPAC2 antagonist: -2%; EPAC2 agonist: 5%; CCT modulator: -1.6; Nrf2 activator: -1.2%; A549 viability: -2%; Mm-Cpn inhibitor: ·; pAkt inh: i; TGFb inhibitor: -7%; Nrf2 inh: -6%
# `CCc1cc(=O)oc2cc(OCC(=O)OC)c(Cl)cc12` reads EPAC2 antagonist: 8%; EPAC2 agonist: 5%; CCT modulator: 0.3; Nrf2 activator: 0.3%; A549 viability: -1%; Mm-Cpn inhibitor: -2%; pAkt inh: i; TGFb inhibitor: -15%; Nrf2 inh: 1%

# The list goes on.
SMILES,EPAC2 antagonist,EPAC2 agonist,CCT modulator,Nrf2 activator,A549 viability,Mm-Cpn inhibitor,pAkt inh,TGFb inhibitor,Nrf2 inh
CC(C)OCCCNC(=O)CN1C(=O)c2ccccc2Sc2ncccc21,·,·,·,-0.8%,13%,·,·,9%,?
O=C(NCCCn1cccn1)c1cc(COc2ccccc2)on1,17%,1%,-0.8,4.6%,·,·,i,3%,·
COc1ccc(CCNC(=O)CC2Nc3cc(C)c(C)cc3NC2=O)cc1OC (stereo not drawn),4%,2%,-1.1,0.0%,4%,-1%,i,35%[activator],14%
CS(=O)(=O)N1CCc2cc(-c3csc(NC(=O)Cc4cccs4)n3)ccc21,0%,11%,-2.4,2.8%,-19%,-9%,i,?,18µM*
O=S(=O)(c1ccc(N2CCCC2)nc1)N1CCOCC1,7%,5%,-2.0,-0.5%,2%,2%,i,16%,·
CCOc1ccc(CNn2cnnc2)cc1,7%,-8%,0.6,-0.8%,-14%,0%,i,0%,-4%
COc1ccc(S(=O)(=O)N2CCC(C(=O)NCC3CCCO3)CC2)cc1OC (stereo not drawn),13%,6%,0.1,-0.7%,-1%,1%,i,-5%,-10%
COc1ccc(C(=O)/C=C/Nc2ccc(S(=O)(=O)Nc3cc(OC)nc(OC)n3)cc2)c(OC)c1,-10%,14%,-1.5,0.0%,-9%,-15%,i,13%,-24%
O=C(NCCNC(=O)c1cccc(O)c1)c1cccc(O)c1,12%,11%,2.3,-0.2%,-12%,-1%,i,14%,1%
COc1ccc(C2CC(C(F)(F)F)n3ncc(C(=O)NCc4cccnc4)c3N2)cc1OC (stereo not drawn),-1%,6%,-1.8,-0.4%,2%,1%,i,1%,-26%
CC(NC(=O)C1CCCC1)C1CC2CCC1C2 (stereo not drawn),4%,5%,-41*,-0.4%,1%,0%,i,5%,?
CC(C)Sc1nnc(NC(=O)CCc2ccccc2)s1,15%,-6%,0.0,0.5%,1%,-1%,i,0%,17%

# Three entries already listed, sorted by their value in CCT modulator, lowest first:
SMILES	EPAC2 antagonist	CCT modulator	Mm-Cpn inhibitor	pAkt inh
CC(NC(=O)C1CCCC1)C1CC2CCC1C2 (stereo not drawn)	4%	-41*	0%	i
COc1ccc(C2CC(C(F)(F)F)n3ncc(C(=O)NCc4cccnc4)c3N2)cc1OC (stereo not drawn)	-1%	-1.8	1%	i
COc1ccc(CCNC(=O)CC2Nc3cc(C)c(C)cc3NC2=O)cc1OC (stereo not drawn)	4%	-1.1	-1%	i

# (next part)
SMILES,EPAC2 antagonist,EPAC2 agonist,CCT modulator,Nrf2 activator,A549 viability,Mm-Cpn inhibitor,pAkt inh,TGFb inhibitor,Nrf2 inh
O=C(Nc1nccs1)Oc1ccccc1,12%,3%,-1.4,-0.8%,-6%,-3%,i,-24%,9%
COc1cc(S(=O)(=O)N2CCN(c3ccc(F)cc3)CC2)ccc1Cl,6%,10%,-1.4,0.2%,-12%,-4%,i,?,?
O=C(N/N=C/c1cc2c(c([N+](=O)[O-])c1)OCO2)c1ccncc1,-4%,3%,-0.8,0.0%,-1%,-2%,i,-2%,1%
O=C1CCN(CCCN2CCC(=O)N(Cc3ccccc3)C2=S)C(=S)N1Cc1ccccc1,-13%,7%,-1.9,0.2%,·,·,i,-14%,·
Cc1ccc(S(=O)(=O)N2CCc3cc(C(=O)NCCc4ccccc4)ccc32)cc1,·,·,·,0.1%,4%,·,·,?,-11%
COc1ccc(NC(=O)CS(=O)CC(=O)NC2CCCc3ccccc32)cc1 (stereo not drawn),-4%,-3%,-3.0,0.0%,17%,1%,i,?,?
COc1ccc(NC(=O)c2nnn(CC(=O)Nc3ccc4c(c3)OCO4)c2N)cc1OC,14%,3%,-0.5,-0.3%,-1%,-4%,i,-1%,0%
COc1ccc(NC(=O)NC23CC4(C)CC(C)(CC(C)(C4)C2)C3)cc1OC,-9%,-14%,-3.4,-0.8%,-7%,0%,i,6%,-20%
CCc1[nH]nc2c1C(c1ccc(C)o1)C(C#N)=C(N)O2 (stereo not drawn),-2%,-3%,-4.3,8.5%,-5%,4%,i,13%,26%
CCOc1ccc(NC(=O)Nc2ccccc2SC)cc1,-5%,10%,-1.5,4.3%,1%,3%,i,5%,?

# Compound activity (PubChem BioAssay)
